# Screens (PubChem BioAssay)
# GPR7 antagonist – blocks human GPR7 receptor signaling; P48145; GPR7-expressing cells, fluorescence antagonist assay; inhibition, % at 4.4 µM; 290,000 compounds, 1.1% hits; AID 1861; in the data active = inhibition above about 16%, passing the limit was not always enough;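 note: cells stimulated with the agonist NPW; 0% = agonist with vehicle and 100% = vehicle without agonist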
# Target sequence (P48145 whole entry, looked up): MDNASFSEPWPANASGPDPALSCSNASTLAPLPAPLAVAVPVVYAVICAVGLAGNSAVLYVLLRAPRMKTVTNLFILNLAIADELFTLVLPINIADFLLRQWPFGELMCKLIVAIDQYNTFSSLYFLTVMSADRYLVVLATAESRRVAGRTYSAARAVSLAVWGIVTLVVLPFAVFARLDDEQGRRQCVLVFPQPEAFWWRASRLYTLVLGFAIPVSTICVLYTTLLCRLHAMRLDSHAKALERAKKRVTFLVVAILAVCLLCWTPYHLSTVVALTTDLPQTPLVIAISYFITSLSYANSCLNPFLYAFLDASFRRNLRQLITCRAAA
# V1R ag counter – V1a receptor agonism, counter-screen for OXTR agonists. P37288. CHO-V1R cells, Fluo-8 calcium fluorescence, agonist mode; 0% DMSO, 100% 3 nM vasopressin. activation, % at 3 µM. 320,000 compounds, 0.25% hits;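 active = activation above the mean activation of all tested compounds plus 3 SD, per screening run, cut at about 20% in these data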;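 note: signal is peak over basal fluorescence ratio across a 100 second FLIPR read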
# HCV NS3 hel inh – HCV NS3 helicase inhibition; 290,000 compounds, 0.56% hits; NS3 helicase DNA unwinding, Cy5 molecular beacon fluorescence; inhibition, % at 10.9 µM;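 active = inhibition above the mean of all tested compounds plus 3 SD, set per campaign, cut at about 35% in these data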;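 note: 0% = DMSO wells and 100% = thioflavine S control wells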
#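 assay system = NS3 helicase fragment of HCV | buffer or medium = MOPS pH 6.5, MgCl2, DTT, Tween20, BSA | timing = 60 min unwinding reaction at 25 °C after ATP addition | signal = Cy5 beacon fluorescence read at start and 1 h | read-out basis = % inhibition of unwinding | control set = low DMSO, high thioflavine S at 110 µM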
# VIM-2 inh – blocks Pseudomonas aeruginosa VIM-2 metallo-beta-lactamase; purified VIM-2, nitrocefin hydrolysis, epi-absorbance fluorescence; 290,000 compounds, 0.89% hits; inhibition, % at 5.6 µM;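 active = inhibition above the mean of all tested compounds plus 3 SD, cutoff set per screening run, cut at about 7.5% in these data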;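 note: red hydrolysis product quenches plate fluorescence so inhibitors raise well fluorescence; 0% = enzyme with DMSO and 100% = DMSO without enzyme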
# GalR3 antag – human GalR3 antagonism | 360,000 compounds, 0.44% hits | O60755 | HEK293 GalR3-CNG cAMP membrane potential fluorescence; galR3 body fused to GalR1 C-terminus | inhibition, % at 3 µM;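 active = inhibition above the screen-wide average plus 3 SD, cut at about 13% in these data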;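 note: forskolin and galanin both at EC90 stimulate the cells; cAMP rise reported by CNG channel membrane potential dye signal; 0% = forskolin plus galanin with DMSO and 100% = forskolin alone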
# OXTR ag – activates the human oxytocin receptor | activation, % at 3 µM | CHO-OTR cells, Fluo-8 calcium fluorescence; normalized: DMSO 0%, oxytocin 100% | AID 2435 | P30559 | 320,000 compounds, 0.32% hits;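 active = activation above the mean of all tested compounds plus 3 SD, cutoff set per screening run, cut at about 20% in these data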;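 note: peak over basal fluorescence ratio from a 100 s FLIPR kinetic read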
# Target sequence (P30559 whole entry, looked up): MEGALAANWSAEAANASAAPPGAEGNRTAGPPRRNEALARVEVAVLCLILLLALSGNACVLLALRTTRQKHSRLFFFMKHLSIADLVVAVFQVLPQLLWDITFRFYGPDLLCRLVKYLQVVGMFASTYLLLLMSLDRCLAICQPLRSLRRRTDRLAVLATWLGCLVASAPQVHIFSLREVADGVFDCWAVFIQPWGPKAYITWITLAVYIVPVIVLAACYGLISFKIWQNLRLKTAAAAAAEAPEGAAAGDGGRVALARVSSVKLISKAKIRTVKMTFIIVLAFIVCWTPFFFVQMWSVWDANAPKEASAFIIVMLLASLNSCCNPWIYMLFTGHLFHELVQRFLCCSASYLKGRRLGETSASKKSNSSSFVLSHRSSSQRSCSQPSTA
# PHOSPHO1 block – blocks human PHOSPHO1 phosphatase activity; Q8TCT1; recombinant PHOSPHO1, absorbance phosphatase assay; inhibition, % at 13.3 µM; 290,000 compounds, 1.1% hits; in the data active = inhibition above about 60%
# Target sequence (Q8TCT1 whole entry, looked up): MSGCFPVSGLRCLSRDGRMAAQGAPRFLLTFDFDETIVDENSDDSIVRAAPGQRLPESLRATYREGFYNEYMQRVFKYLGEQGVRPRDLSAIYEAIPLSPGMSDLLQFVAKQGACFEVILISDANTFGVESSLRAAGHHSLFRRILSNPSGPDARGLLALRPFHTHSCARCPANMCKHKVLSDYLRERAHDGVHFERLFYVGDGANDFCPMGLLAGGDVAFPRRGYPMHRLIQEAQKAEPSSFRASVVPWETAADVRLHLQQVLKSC
# DNA FID counter – displaces DNA intercalator in HCV helicase counter-screen; DNA fluorescent intercalator displacement, fluorescence; inhibition, % at 7.9 µM; 290,000 compounds, 0.17% hits; AID 1845; in the data active = inhibition above about 37%;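 note: 0% = vehicle and 100% = reference compound; higher means more ethidium bromide displaced from hairpin DNA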
# IMP-1 inh – blocks Pseudomonas aeruginosa IMP-1 metallo-beta-lactamase | purified IMP-1, nitrocefin hydrolysis, epi-absorbance fluorescence | inhibition, % at 5.6 µM | 290,000 compounds, 0.45% hits | AID 1556;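 active = inhibition above the mean plus 3 SD of all compounds in the same screening run, cut at about 4.5% in these data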;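 note: 0% = IMP-1 with DMSO and 100% = DMSO wells lacking enzyme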
#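 system = purified recombinant IMP-1 beta-lactamase | amount = 0.2 nM IMP-1, as dispensed | medium = HEPES buffer pH 7.1 with ZnSO4 and Brij 35 | times = 25 °C, 15 min preincubation, 25 min reaction | detection = plate fluorescence quenching by hydrolysis product, ex 480/em 530 nm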
# * marks the source's active call; other numbers are inactive results; · = no result given; & = joins results of further samples.
No.	Structure	GPR7 antagonist	V1R ag counter	HCV NS3 hel inh	VIM-2 inh	GalR3 antag	OXTR ag	PHOSPHO1 block	DNA FID counter	IMP-1 inh
1	CCC(C)(C)NC(=O)C(c1ccc(O)cc1)N(CCOC)C(=O)CCC(=O)Nc1nccs1 (stereo unspecified)	-10	0.0	2	-2.9	-6	1.5	38	-26	-4.5
2	CN(C)C(=O)C1CC(=O)OC12CCCCC2 (stereo unspecified)	-13	0.7	0	-1.1	-4	0.0	12	1	-3.0
3	CCN(CC)S(=O)(=O)c1ccc(N2CCCC2)c(NC(=O)c2c(-c3ccccc3)noc2C)c1	3	-1.9	-14	-0.5	-8	-2.4	32	-35	-0.5
4	COc1ccccc1C(=O)NC1CCCCCCC1	-4	-1.7	-1	-2.3	-6	-1.9	-35	-9	-2.2
5	CCCCSc1nc(SCC(=O)NCc2ccco2)c2c3c(sc2n1)COC(C)(CC)C3 (stereo unspecified)	-14	0.7	23	1.0	-2	1.3	28	-10	-1.9
6	CCOc1ccc(NS(=O)(=O)c2c(C(=O)N3CCCCCC3)c(C)n(C)c2C)cc1	-15	1.9	4	-1.7	-7	2.0	2	-44	-1.3
7	CC(C)(C)NC(=O)C(=O)N/N=C/c1ccc(Br)cc1	1	-0.1	1	0.1	-2	-1.9	38	0	-1.5
8	CC(C)(C)OC(=O)N1CC=C2C(C#N)=C(N)C(C#N)(C#N)[C@H](c3cccnc3)[C@H]2C1	-4	0.1	0	-2.9	-7	0.6	14	-2	-2.5
9	Cc1ccc(Cn2nc(C)c(NC(=O)CCCn3nc(C)c([N+](=O)[O-])c3C)c2C)cc1	-4	1.1	8	-3.0	1	-0.8	-12	-35	-3.0
10	Cc1nc(NC(=O)COC(=O)C2=NNC(=O)CC2)c(Cl)cc1Cl	-9	0.6	-5	0.2	-8	0.1	-8	3	-1.6
11	Cn1c(=NC(=O)COc2ccccc2)sc2ccccc21	-6	0.5	1	-3.0	2	-0.7	11	-8	-1.2
12	CC(C)Cn1c(-c2ccco2)nc2c(c(=O)c3ccccc3n2C)c1=O	-10	-1.6	3	13*	-5	-2.3	-3	-18	-2.3
13	Cn1c(CS(=O)Cc2c(Cl)cccc2Cl)nnc1SCc1c(Cl)cccc1Cl (stereo unspecified)	6	5.7	-7	0.2	-6	5.8	10	-26	-1.5
14	COC(=O)c1ccc(NC(=S)NC(=O)C2CCC2)cc1	-8	0.4	2	-3.6	-5	0.2	9	-13	-1.4
15	COC(=O)c1ccc(OC(=O)CN2C(=O)c3ccccc3C2=O)cc1	-4	0.0	-5	-2.7	-6	0.3	14	-4	-2.1
16	C/C=C/c1ccc(OCCCn2cncn2)c(OC)c1	-6	-0.1	0	-2.0	5	-0.7	1	-3	-9.2
17	CS(=O)(=O)NN1C(=O)c2ccccc2NC1c1cccc2cccnc12 (stereo unspecified)	-3	0.5	4	-4.5	-3	-0.2	-12	-12	-2.8
18	O=C(C=C1SCCS1)/C=C/c1ccco1	-5	2.8	38*	-0.4	-2	1.0	-9	-23	2.1
19	COc1ccc(Cn2ccnc2SCC(=O)NC2CCCCC2)cc1	9	2.5	-4	1.3	-5	0.3	13	-28	-2.5
20	O=S(=O)(Nc1ccccc1N1CCCCC1)c1ccc(F)cc1F	7	-1.4	5	0.1	0	-2.2	24	-6	-0.6
21	COc1ccc(C)cc1NC(=O)C(Sc1nnnn1C)c1ccccc1 (stereo unspecified)	-2	-0.5	4	-2.3	-5	-0.8	6	-10	-1.2
22	O=C(Cc1ccc([N+](=O)[O-])cc1)N/N=C/c1ccccc1F	5	3.5	-4	0.1	-5	4.2	19	-4	0.3
23	CCOC(=O)C1(CCc2ccccc2)CCN(C(=O)C(C)n2cncn2)CC1 (stereo unspecified)	-2	-0.7	8	-2.1	-5	0.6	35	-25	-3.0
24	COc1cccc(CNC(=O)CCNS(=O)(=O)c2cccc3nsnc23)c1	0	-0.8	-1	1.4	-3	-0.8	-4	5	-0.1
25	O=C(OCc1cccc([N+](=O)[O-])c1)c1cccnc1Cl	-8	2.5	3	4.0	-9	2.9	5	7	0.6
26	CCNC(=O)NC(=O)C(C)Oc1ccc(C(=O)OC)cc1 (stereo unspecified)	-7	1.0	7	-3.5	20*	0.5	15	-3	-4.8
27	Cc1cc(NC(=O)Nc2cccc(C(F)(F)F)c2)no1	-18	6.8	8	-1.1	-3	8.2	21	0	-0.7
28	O=C(Nc1cccc(C(F)(F)F)c1)C1CCCCC1	13	-0.9	10	0.9	10	-1.4	15	-4	-0.2
29	CCCN1CCN(S(=O)(=O)c2cc3c(cc2C)NC(=O)CO3)CC1	0	0.9	-2	0.7	·	1.1	28	2	-3.8
30	OCCN1CCN(c2ncnc3sc4c(c23)CCCC4)CC1	-17	1.4	2	-0.5	-5	1.7	·	-2	-4.6
31	COc1ccc(NS(=O)(=O)c2cccc(C(=O)NNC(=O)CNC(=O)c3cccc(C)c3)c2)cc1	-3	-0.3	0	-1.9	0	0.4	43	-19	-2.4
32	Cn1nnnc1SCC(=O)Nc1ccccc1[N+](=O)[O-]	-4	0.2	2	-9.0	4	0.3	38	6	-1.4
33	COC(=O)C1=C(C)NC(C)=C(C(=O)OC)C1C(=O)OCCN1C(=O)c2ccccc2C1=O	-13	0.4	4	-2.4	-6&-2	-0.1	-13	-14	-1.7
34	O=c1[nH]c(CO)nc2c1oc1ccccc12	-18	0.1	2	-2.5	-3	0.0	16	0	-4.3
35	CC1=C(C(=O)OC2CCCC2)C(c2ccc(C)o2)C2=C(CC(c3cccs3)CC2=O)N1 (stereo unspecified)	-3	-1.6	11	-3.2	-3	-1.5	11	-21	-4.5
36	CCOC(=O)/C(=C\C=C1/Sc2ccccc2N1CC)C(C)=O	28*	40*	14	8.5*	-1	60*	-15	-22	7.8*
37	Cn1c(=O)c2c(nc(N/N=C/c3cccs3)n2C)n(C)c1=O	-7	-0.4	8	-4.2	4	-2.1	45	-1	-5.1
38	Cc1nn(CC(=O)N(C)Cc2ccccc2)c(=O)c2cccn12	-7	0.8	4	-2.8	-7	0.4	38	-8	-4.6
39	CCC(C)(C)NC(=O)CN(Cc1ccc(F)cc1)C(=O)CCC(=O)Nc1ccccn1	2	0.0	-8	0.6	-8	0.5	24	-38	-3.3
40	Cc1ccc(S(=O)(=O)N(C)CC(=O)NCCCn2ccnc2)cc1	-15	0.2	-7	-0.4	-6	0.3	31	-4	-1.2
41	O=[N+]([O-])c1ccc(/C=C/c2nc3ccc([N+](=O)[O-])cc3[nH]2)cc1	-2	1.1	-2	-2.1	1	0.4	-23	5	-4.0
42	COc1cc(/C=C/C(=O)Nc2ccccc2C(F)(F)F)cc(OC)c1OC	-4	1.0	1	0.7	7	-0.5	54	-17	0.1
43	COc1cccc(-c2nnc(NC(C)=O)o2)c1	·	0.1	·	·	0	0.5	18	·	·
44	CC1CC(C)CN(C(=O)/C(=C\c2ccccc2)c2ccccc2)C1 (stereo unspecified)	-9	-1.4	-7	-3.4	-5	-1.6	-1	-30	-3.3
45	C=CCNC(=O)C1CCN(C(=O)c2ccc(-c3ccccc3)cc2)CC1	8	0.7	-4	0.6	-1	0.6	28	-28	-3.6
46	CSc1cccc(NC(=O)c2nnn(CC(=O)Nc3cc(C)cc(C)c3)c2N)c1	-7	0.8	-2	-0.4	-6	1.2	32	-1	-0.3
47	COc1ccc(CN=C2NC(=O)CC(C(=O)Nc3ccccc3C)S2)cc1 (stereo unspecified)	4	-0.5	-3	-1.7	2	-0.8	-31	-16	-1.5
48	CC(C)(C)OC(=O)N1CCC[C@H]1C(=O)NCc1ccc(Cl)cc1Cl	-7	0.0	3	-1.4	-10	-0.8	28	-14	-2.7

# A second format for some results above.
47	COc1ccc(CN=C2NC(=O)CC(C(=O)Nc3ccccc3C)S2)cc1 (stereo unspecified)
43	COc1cccc(-c2nnc(NC(C)=O)o2)c1

assay / entry | 47 | 43
GPR7 antagonist | 4 | ·
V1R ag counter | -0.5 | 0.1
HCV NS3 hel inh | -3 | ·
VIM-2 inh | -1.7 | ·
GalR3 antag | 2 | 0
OXTR ag | -0.8 | 0.5
PHOSPHO1 block | -31 | 18
DNA FID counter | -16 | ·
IMP-1 inh | -1.5 | ·

# The list goes on.
No.	Structure	GPR7 antagonist	V1R ag counter	HCV NS3 hel inh	VIM-2 inh	GalR3 antag	OXTR ag	PHOSPHO1 block	DNA FID counter	IMP-1 inh
49	COc1cc(OC)cc(C(=O)N2CCCC(c3nc(-c4ccc(C)o4)no3)C2)c1 (stereo unspecified)	-18	0.0	-8	-2.6	-2	-0.2	19	-34	-1.9
50	COc1ccc(N2CC(C(=O)OCC(=O)c3ccc(C)cc3)CC2=O)cc1 (stereo unspecified)	-2	2.7	-8	-0.5	-2	-0.5	-2	-9	-0.6
51	COc1cccc(O[C@@H]2O[C@@H]3COC(C)(C)O[C@H]3[C@H](O)[C@H]2NC(C)=O)c1	0	0.1	-7	-0.8	-5	-0.2	11	0	1.1
52	COc1ccc(C(=O)C[n+]2cccc3cc(C)ccc32)cc1	16	0.4	-9	0.7	-10	-0.7	·	12	5.9*
53	C=C(C)c1cccc(C(C)(C)NC(=O)NCCCN2CCCC2=O)c1	-3	-1.3	3	-4.6	-1	-0.7	-25	-9	-6.0
54	CCC(C)Nc1nc2c(c(=O)[nH]c(=O)n2C)n1CCCc1ccccc1 (stereo unspecified)	-6	-0.6	3	-1.8	-12	-2.0	-2	-26	-4.5
55	COc1ccccc1NC(=O)CS(=O)(=O)c1cn(CC(=O)N2CCOCC2)c2ccccc12	5	-0.3	5	-0.1	-5	-0.3	6	-20	0.9
56	COc1ccccc1-c1noc(-c2ccccc2C(=O)Nc2ccccc2)n1	-5	-0.8	3	-3.6	-1	-0.7	11	0	-2.8
57	CN(NC(=O)c1cccc(Cl)c1)c1nc(-c2ccccc2)nnc1C(F)(F)F	2	4.0	1	-3.8	-2	1.7	-12	3	-3.2
58	CN(c1ccccc1N(C)S(=O)(=O)c1ccccc1)S(=O)(=O)c1ccccc1	-5	0.3	12	-1.9	-8	-1.3	·	-30	0.8
59	c1ccc(C(Cc2nc(-c3ccccn3)no2)c2ccccc2)cc1	-12	-0.9	5	-3.1	-3	-2.1	47	-31	-4.6
60	COc1ccc(/C=N/N2C(=O)c3ccccc3C2=O)cc1	-3	0.9	-4	-1.2	1	-0.8	-17	3	-1.9
61	COc1ccc(OS(=O)(=O)c2c(C)noc2C)cc1	-6	-0.2	-1	-4.0	-1	-0.6	-14	-2	-1.2
62	COC(=O)c1ccc(S(=O)(=O)NCCSc2nnc3c4ccccc4n(C)c3n2)cc1	-11	-0.3	-2	-1.8	·	-0.1	19	-1	-4.0
63	C=CCNC(=O)N1c2ccccc2Sc2ccccc21	-7	-1.1	-5	-3.3	-8	-2.0	42	-11	-2.9
64	COc1ccc(CN2C3CCC2CC(NC(=O)c2cc(OC)c(OC)c(OC)c2)C3)cc1 (stereo unspecified)	-8	1.7	7	-0.8	-10	1.8	8	10	-2.9
65	Cc1nc(Sc2nnnn2-c2ccccc2)c(C#N)c(C)c1C	-7	-0.9	5	-1.5	1	0.0	4	-6	-3.0
